# NALP1 yeast inh = blocks the NALP1 inflammasome reconstituted in yeast; S. cerevisiae NALP1/ASC/caspase-1 growth, X-gal OD620, 72 h; inhibition, % at 10 µM; hit rate 0.61% among 280,000; AID 2071; in the data active means inhibition mostly above about 24%, no sharp cut-off; inactive means mostly below about 32%; further: some compounds called inactive have numbers as strong as hits
# MEKK3 PB1 HTS = raises or lowers MEK5 binding to the human MEKK3 PB1 domain; hit rate 1.4% among 290,000; bead-based flow cytometry, Alexa488-MEK5 binding to MEKK3; actives lie on both sides; 0 = blocked by unlabeled MEK5, 100 = vehicle; binding response (% of control), % at 10 µM; AID 1529;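 active means binding response more than 3 SD above or below the average of its plate-row segment, actives on both sides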;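 further: Alexa488 bead fluorescence after subtracting the streptavidin-only scavenger bead signal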
# Target sequence (Q99759 whole entry, looked up, the tested form may be a part): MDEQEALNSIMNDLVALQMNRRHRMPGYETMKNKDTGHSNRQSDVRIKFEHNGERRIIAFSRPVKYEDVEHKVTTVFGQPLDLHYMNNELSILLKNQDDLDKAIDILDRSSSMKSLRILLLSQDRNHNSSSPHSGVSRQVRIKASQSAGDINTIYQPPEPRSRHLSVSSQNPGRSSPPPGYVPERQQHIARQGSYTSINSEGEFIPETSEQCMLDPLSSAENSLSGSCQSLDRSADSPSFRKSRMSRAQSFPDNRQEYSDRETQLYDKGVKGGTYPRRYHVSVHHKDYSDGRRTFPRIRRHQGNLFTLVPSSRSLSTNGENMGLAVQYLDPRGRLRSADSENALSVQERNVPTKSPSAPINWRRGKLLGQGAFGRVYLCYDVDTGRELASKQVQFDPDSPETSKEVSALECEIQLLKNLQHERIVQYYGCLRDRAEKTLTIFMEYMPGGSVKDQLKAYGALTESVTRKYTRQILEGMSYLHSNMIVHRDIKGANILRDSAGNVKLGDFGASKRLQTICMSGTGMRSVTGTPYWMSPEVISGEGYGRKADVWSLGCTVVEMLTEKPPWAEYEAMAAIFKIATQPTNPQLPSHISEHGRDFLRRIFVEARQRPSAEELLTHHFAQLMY
# GPR7 antag = blocks human GPR7 receptor signaling | P48145 | GPR7-expressing cells, fluorescence antagonist assay | inhibition, % at 4.4 µM | hit rate 1.1% among 290,000; in the data active means inhibition above about 16%, passing the limit was not always enough;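 further: cells stimulated with the agonist NPW; 0% = agonist with vehicle and 100% = vehicle without agonist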
# FID counter = displaces DNA intercalator in HCV helicase counter-screen. DNA fluorescent intercalator displacement, fluorescence. AID 1845. hit rate 0.17% among 290,000. inhibition, % at 7.9 µM; in the data active means inhibition above about 37%;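 further: 0% = vehicle and 100% = reference compound; higher means more ethidium bromide displaced from hairpin DNA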
# PHOSPHO1 block = blocks human PHOSPHO1 phosphatase activity; Q8TCT1; recombinant PHOSPHO1, absorbance phosphatase assay; inhibition, % at 13.3 µM; hit rate 1.1% among 290,000; AID 1565; in the data active means inhibition above about 60%
# Target sequence (Q8TCT1 whole entry, looked up): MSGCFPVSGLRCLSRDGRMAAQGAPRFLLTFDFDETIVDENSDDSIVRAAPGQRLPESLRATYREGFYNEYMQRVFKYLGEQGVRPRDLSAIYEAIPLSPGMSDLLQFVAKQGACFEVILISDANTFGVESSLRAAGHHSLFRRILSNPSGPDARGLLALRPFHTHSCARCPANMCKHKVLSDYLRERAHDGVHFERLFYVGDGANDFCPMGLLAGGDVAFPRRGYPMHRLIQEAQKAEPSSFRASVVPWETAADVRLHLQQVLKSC
# MEKK2wt PB1 HTS = raises or lowers MEK5 binding to wildtype human MEKK2 PB1 domain; Q9Y2U5; bead flow cytometry, Alexa488-MEK5 binding to MEKK2 WT; actives lie on both sides; binding response (% of control), % at 10 µM; hit rate 1.1% among 290,000; AID 1531; in the data active means binding response below about 67% or above about 130%
# OXTR ag = activates the human oxytocin receptor. P30559. CHO-OTR cells, Fluo-8 calcium fluorescence; normalized: DMSO 0%, oxytocin 100%. activation, % at 3 µM. hit rate 0.32% among 320,000. AID 2435;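 active means activation above the mean of all tested compounds plus 3 SD, cutoff set per screening run, cut at about 20% in these data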;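 further: peak over basal fluorescence ratio from a 100 s FLIPR kinetic read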
# MEKK2 mut-MEK5 = signal of MEK5 binding to mutant human MEKK2 PB1 domain; bead flow cytometry, Alexa488-MEK5 binding to MEKK2 mutant; percent response, % at 10 µM; hit rate 0.35% among 290,000; AID 1530; in the data active means percent response above about 24%, passing the limit was not always enough; further: inactives centre near 1; some results filed as inactive read as strong as hits; reference of the scale not given here
# M18AAP inhibitor = PfM18AAP enzyme inhibition; recombinant PfM18AAP, H-Glu-NHMec fluorogenic cleavage; inhibition, % at 7.35 µM; hit rate 1.2% among 290,000;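 active means inhibition above the campaign mean inhibition over all tested compounds plus 3 SD, cut at about 28% in these data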;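 further: 0% = plate median of test compound wells and 100% = 2 mM ZnCl2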
# * hit, by the source's call; / = no result given; [ ] = dose if it differs, or a comment.
SMILES,MEKK2wt PB1 HTS,PHOSPHO1 block,MEKK2 mut-MEK5,FID counter,GPR7 antag,OXTR ag,MEKK3 PB1 HTS,NALP1 yeast inh,M18AAP inhibitor
Cc1cccc(NC(=S)N2CCC(c3nc4ccccc4o3)CC2)c1C,89.0,42.0,-8.0,-2.5,-18.2,4.8,90.0,-4.0,2.9
CCCCn1cnc2sc3c(c2c1=N)CCCC3,101.0,23.2,-1.0,-1.0,0.5,3.9,95.0,18.1,3.8
CS(=O)(=O)NCc1nnc(SCC(=O)NC2CCCCC2)n1-c1ccc(F)cc1,97.0,7.1,1.0,-11.2,7.7,-0.3,98.0,-3.6,8.7
O=[N+]([O-])c1ccc(NCCCO)c(C(F)(F)F)c1,100.0,2.6,1.0,4.1,-7.5,-0.1,97.0,16.2,4.4
CC(=O)c1cccc(NS(=O)(=O)c2c(C(=O)N3CCOCC3)c(C)n(C)c2C)c1,105.0,22.2,3.0,-13.1,3.5,-0.1,104.0,12.8,1.7
CCOc1nc(C)ccc1-c1noc(-c2cccnc2)n1,105.0,18.3,5.0,-17.6,-16.3,-1.5,105.0,16.7,-11.4
O=C(N/N=C/c1ccc(N2CCCCC2)o1)C(O)(c1ccccc1)c1ccccc1,101.0,12.3,-2.0,-21.2,-8.0,-0.1,109.0,25.3,3.7
O=C(NCCc1ccc(Cl)cc1)C1CCCN1C(=O)Nc1ccccc1 (stereo not given),109.0,/,4.0,-12.0,-4.5,-1.4,106.0,4.5,-3.0

# Another view of 2 compounds above.
O=C(N/N=C/c1ccc(N2CCCCC2)o1)C(O)(c1ccccc1)c1ccccc1
- MEKK2wt PB1 HTS: 101.0
- PHOSPHO1 block: 12.3
- MEKK2 mut-MEK5: -2.0
- FID counter: -21.2
- GPR7 antag: -8.0
- OXTR ag: -0.1
- MEKK3 PB1 HTS: 109.0
- NALP1 yeast inh: 25.3
- M18AAP inhibitor: 3.7

O=C(NCCc1ccc(Cl)cc1)C1CCCN1C(=O)Nc1ccccc1 (stereo not given)
- MEKK2wt PB1 HTS: 109.0
- PHOSPHO1 block: /
- MEKK2 mut-MEK5: 4.0
- FID counter: -12.0
- GPR7 antag: -4.5
- OXTR ag: -1.4
- MEKK3 PB1 HTS: 106.0
- NALP1 yeast inh: 4.5
- M18AAP inhibitor: -3.0

# Continuation.
SMILES,MEKK2wt PB1 HTS,PHOSPHO1 block,MEKK2 mut-MEK5,FID counter,GPR7 antag,OXTR ag,MEKK3 PB1 HTS,NALP1 yeast inh,M18AAP inhibitor
Nc1ncnc2c1ncn2Cc1ccccc1,79.0,3.3,-12.0,17.8,-6.6,-0.4,97.0,11.7,1.6
COc1cc(NC(=O)c2ccc(Br)cc2)ccc1NC(=O)c1cc2ccccc2o1,105.0,36.0,8.0,-4.2,-12.9,1.1,102.0,-3.6,0.7
Cc1ccc(CNC(=O)Cn2nnc(C(=O)Nc3cccc(C)c3C)c2N)cc1,100.0,41.2,1.0,-12.4,8.3,1.9,101.0,10.2,-0.6
Cc1c(Br)c([N+](=O)[O-])nn1C(C)C(=O)Nc1nccs1 (stereo not given),91.0,39.3,-4.0,9.0,1.5,0.6,91.0,18.4,4.2
COc1nc(C)cc(C)c1S(=O)(=O)c1ccccc1,98.0,50.4,2.0,-25.6,-0.6,-1.1,101.0,-9.2,11.8
N#CCCn1cc(/C=C2\NC(=S)N(c3ccccc3)C2=O)c(-c2ccc(-c3ccccc3)cc2)n1,88.0,-9.5,-8.0,0.1,13.1,0.6,95.0,-29.9,1.2
C=CCn1c(SCCOc2ccccc2)nnc1C(C)NC(=O)c1ccccc1 (stereo not given),99.0,15.7,5.0,-37.4,-1.2,0.5,102.0,-2.8,3.8
O=C(NC1CCCCC1)N(CCN1CCOCC1)Cc1cc2cc3c(cc2[nH]c1=O)OCCO3,91.0,17.2,-6.0,3.5,-15.3,-0.8,91.0,4.6,15.9
O=C(Cc1cccc(F)c1)Nc1ccc2c(c1)CCC2,96.0,39.2,-3.0,-6.1,2.2,-0.7,104.0,2.1,1.9
Cc1nc([N+](=O)[O-])cn1CC(O)c1ccc(Cl)cc1 (stereo not given),82.0,7.4,-10.0,-0.9,-5.8,0.1,85.0,-3.7,-6.1
CC1CC(C)CN(CCCNC(=O)c2nn(C)c3c2CS(=O)(=O)c2ccccc2-3)C1 (stereo not given),106.0,19.9,3.0,8.1,-15.2,0.6,107.0,10.3,5.2
CCOC(=O)N1CCN(S(=O)(=O)c2cccc3nonc23)CC1,119.0,11.4,5.0,2.3,-2.4,-0.9,115.0,12.0,-10.6
O=C(CCN1C(=O)CSC1=O)Nc1ccc(Br)cc1,103.0,-10.8,6.0,2.0,2.6,-0.2,96.0,-5.4,4.5
COCCNC(=O)C(c1ccco1)N(C(=O)Cn1nnc2ccccc21)c1ccc(C)cc1C (stereo not given),114.0,-3.3,8.0,-35.8,-5.2,-0.4,109.0,11.2,-7.7
Cc1ccc(S(=O)(=O)NC(=O)NC(C)(C)C)cc1,99.0,-10.5,-2.0,-2.3,-2.5,-0.2,95.0,1.2,-11.2
COC(=O)c1ccccc1NC(=O)Nc1cc(C)cc(C)n1,101.0,-6.7,-1.0,0.7,-10.0,0.8,99.0,2.2,2.8
O=C(CCCCCn1c(=O)[nH]c2ccccc2c1=O)N1CCN(Cc2ccc3c(c2)OCO3)CC1,114.0,4.9,3.0,-23.2,-12.3,3.3,105.0,4.8,-7.7
CCc1cccc2c(C(=O)COC(=O)c3ccc([N+](=O)[O-])s3)c[nH]c12,121.0,-12.3,1.0,26.9,4.9,6.2,99.0,100.7,4.5
COc1cc(C(c2c(C)[nH][nH]c2=O)c2c(C)[nH][nH]c2=O)cc(Cl)c1O,105.0,/,5.0,-1.2,-4.3,1.6,105.0,4.1,25.6
CCCC(=O)Nc1ccc2c(c1)nc1n2CCN(CCOC)C1,97.0,-3.4,-4.0,-7.2,-7.3,/,100.0,13.1,-1.6
CO/N=C/c1c(-c2ccccc2)nn(C)c1Cl,93.0,53.0,-9.0,-11.0,-9.6,-1.4,100.0,-27.4,-1.7
Cc1ccc(-n2nc3c(=O)n(CCCC(=O)NCc4ccccc4Cl)nc(C)c3c2C)cc1,93.0,29.0,0.0,-66.9,-9.5,1.2,96.0,18.2,3.5
Cc1ccc(NC(=O)CN(C)CC(=O)Nc2ccccc2C#N)cc1,98.0,4.4,-2.0,-13.0,-6.3,-0.2,97.0,6.8,-1.1
CC(CCc1ccc(O)cc1)NCc1ccc(Cl)cc1Cl (stereo not given),109.0,18.9,4.0,12.2,1.3,1.5,101.0,10.0,3.0
NC(=O)C1CCN(c2oc(-c3ccccc3F)nc2S(=O)(=O)c2ccc(Cl)cc2)CC1,105.0,40.8,5.0,-14.3,-13.1,1.0,103.0,-3.6,1.6
CCOC(=O)Cn1c(=O)c2c(nc(N3CCCCC3)n2C)n(C)c1=O,100.0,13.2,13.0,-8.6,5.9,-0.9,104.0,-1.4,-4.7
O=C(CCc1ccccc1)NC(=S)Nc1cc(C(F)(F)F)ccc1N1CCOCC1,98.0,-49.6,-1.0,-15.8,-16.4,0.9,104.0,13.3,-2.4
CCc1c(C)nc2c(C)cccc2c1SCCC#N,96.0,3.4,-4.0,-13.0,-15.1,-2.5,98.0,4.0,3.4
COc1cccc2c1NC(C(=O)O)C1CC=CC21 (stereo not given),29.0*[inhibitor],3.1,-40.0,-18.7,-13.1,-0.1,79.0,24.7,10.4
CCOC(=O)CC1(C)NC(=O)c2c(C)sc(C(=O)OCC)c2N1 (stereo not given),/,8.7,/,-13.1,-15.3,-2.2,/,3.2,4.1
CCCCN(CCCC)C(=O)C1CC=CCC1C(=O)O (stereo not given),94.0,8.0,-15.0,-0.1,-10.2,0.7,100.0,-3.3,1.8
Nn1c(SCC(=O)Nc2ccccc2C(F)(F)F)nncc1=O,104.0,-9.9,5.0,-5.6,-15.5,0.2,101.0,-2.9,12.9
N#Cc1c(NC(=O)CSc2nc(N)cc(=O)[nH]2)sc2c1CCCCCC2,107.0,6.3,5.0,-12.4,2.6,3.1,114.0,/,-1.1
COc1cc(/C=C/C(=O)OCC(=O)NCc2ccco2)cc(OC)c1OC,98.0,0.8,-2.0,-17.6,-3.4,-0.2,101.0,33.5,2.2
COc1ccc(CN(Cc2ccc(C(=O)O)cc2)C(=S)Nc2ccccc2C)cc1OC,92.0,17.5,-8.0,-28.9,11.0,0.2,100.0,3.9,10.0
CC(=O)c1c(C)[nH]c(C)c1C(C)=O,113.0,-3.5,9.0,0.4,-2.0,2.0,116.0,18.1,-2.8
COc1cccc(NC(=O)CN(C)C(=O)c2ccccc2CCc2ccccc2)c1,102.0,-4.3,4.0,-32.1,-4.4,-0.3,102.0,-2.7,2.0
O=[N+]([O-])c1cccc(NC(=S)N2CCOCC2)c1,97.0,22.6,-7.0,-1.8,-8.1,0.5,97.0,-0.1,4.8
CC(C)N(Cc1ccccc1)C(=O)c1cccs1,103.0,20.3,2.0,-8.1,-19.9,-0.2,101.0,-11.6,0.1
CN(Cc1c(C(=O)N/N=C/c2cccc(F)c2)nnn1-c1nonc1N)c1ccccc1,102.0,7.5,-1.0,-24.6,8.3,2.3,102.0,6.7,2.3
O=C(CNc1cccc(C(F)(F)F)c1)N/N=C/c1cn(-c2ccccc2)nc1-c1ccccc1,89.0,-2.4,-6.0,-12.1,-1.0,-0.1,86.0,36.0,3.7
COc1ccc(CNC(=O)CCc2c[nH]c3ccccc23)cc1,90.0,2.2,-13.0,-7.2,-3.7,0.4,95.0,17.1,-10.1
Cc1nc2nc(C)c(NS(=O)(=O)c3ccc(CC(C)C)cc3)c(=O)n2[nH]1,91.0,28.0,-8.0,-18.5,-4.1,-0.1,100.0,-13.8,-8.8
CCOC(=O)CNc1ncc([N+](=O)[O-])cc1C#N,97.0,11.6,-1.0,-1.1,-2.9,0.3,105.0,25.2,3.0
O=C(NCc1ccco1)C(c1cccs1)N(Cc1ccccc1)C(=O)Cn1nnc2ccccc21 (stereo not given),99.0,2.6,4.0,-25.1,-6.0,-1.7,102.0,11.9,0.6
CCOc1cc(C=O)ccc1OCCSc1ccc(C)cc1,104.0,-22.3,1.0,-1.5,-5.0,-0.7,95.0,19.4,1.1
COc1ccccc1C1C=C(c2ccccc2)Nc2nnnn21 (stereo not given),105.0,-32.2,1.0,-15.6,3.8,0.4,111.0,-6.6,4.6
Cc1ccc(S(=O)(=O)CC(=O)c2ccc3c(c2)OCCO3)cc1,103.0,-3.6,16.0,-6.3,-8.3,0.2,103.0,10.3,-1.0
Cc1cc2cc3c(cc2nc1SCC(=O)OC(C)C)OCCO3,105.0,-1.2,4.0,-9.6,-5.6,-0.9,116.0,-16.8,-0.9
NS(=O)(=O)c1ccc(NC2=CC(=O)C(=O)c3ccccc32)cc1,94.0,14.9,-3.0,-2.0,-12.3,-0.8,91.0,4.2,15.8
COc1ccc(-c2nncnn2)cc1,102.0,21.6,3.0,-5.3,-5.9,0.3,104.0,7.9,-0.3
COc1ccccc1Sc1nc(-c2ccccc2)ncc1OC,92.0,27.7,-5.0,-18.9,-19.0,-1.5,98.0,-12.5,-8.5
C/C(=N\NC(=O)c1nnn(-c2nonc2N)c1CN(C)c1ccccc1)c1cccnc1,96.0,18.5,-14.0,-37.6,5.7,1.9,87.0,25.2,-4.6
CC(=O)c1c(C)[nH]c(C(=O)OCC(=O)C(C)(C)C)c1C,94.0,11.4,-3.0,-9.8,9.8,-0.5,95.0,1.6,0.6
COc1ccc(NC(=O)CCCN2C(=O)/C(=C\c3ccco3)SC2=S)cc1,90.0,12.2,-1.0,-13.7,-2.4,-1.0,108.0,19.8,6.5
O=C(CSc1nnnn1-c1ccccc1)Nc1ncc(Cc2cccc(Cl)c2Cl)s1,96.0,16.3,-1.0,4.2,3.3,0.3,90.0,10.0,-2.3

# High-throughput results (PubChem BioAssay)
